Bioassay records: PubChem, several laboratories
phage Ecoli inh = E. coli growth loss with phage present | growth absorbance | inhibition, % at 11.9 µM | 360,000 tested, 0.26% active | AID 651602; in the data active = inhibition above about 11%
SUMO Mot1 rescue = SUMOylation pathway inhibition by Mot1-301 growth rescue | AID 2716 | growth rescue, % at 18.8 µM | 320,000 tested, 1% active | S. cerevisiae Mot1-301 growth rescue, ATP luminescence, 38.5C; percent above DMSO median, 100 means doubled;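 active = every valid replicate shows activation above 250% relative to neutral control wells; inactive = the rest, any valid replicate at or below 250%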;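 note: OY570 slx delta 5 strain wells were the positive control but not used for scaling; some compounds called inactive have numbers as strong as hits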
MOR-DOR ag = agonists of human mu-delta opioid receptor heterodimerization. P35372+P41143. cells, OPRM1-OPRD1 heterodimerization, luminescence. activation, % at 9.3 µM. 340,000 tested, 0.3% active. AID 504326; in the data active = activation above about 18%;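 note: 0% = vehicle-treated cells and 100% = reference agonist; values of inactives mirror those of a sister screen read the other way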
MOR-DOR inv ag = inverse agonist of human OPRM1-OPRD1 heterodimerization; 340,000 tested, 0.21% active; P35372+P41143; AID 504357; inhibition, % at 9.3 µM; cell-based MOR-DOR heterodimer luminescence, inverse agonism; in the data active = inhibition above about 22%, passing the limit was not always enough;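 note: 0% = cells with DMSO and 100% = wells without cells with DMSO; values of inactives mirror those of a sister screen read the other way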
AddAB inh = less growth of phage-infected E. coli with AddAB; E. coli expressing H. pylori AddAB, absorbance growth; inhibition, % at 11.9 µM; 330,000 tested, 0.29% active; AID 435030; in the data active = inhibition above about 12%;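 note: 0% = vehicle wells of infected cells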
E coli growth = bacterial growth inhibition, counter-screen for AddAB inhibitors. E. coli V3065 growth, OD600 absorbance, 18 h. inhibition, % at 11.9 µM. 330,000 tested, 0.27% active. AID 449728;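 active = inhibition above the campaign's mean inhibition across all tested compounds plus 3 SD, cut at about 9.9% in these data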;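 note: uninfected addAB+ strain grown without phage in ampicillin broth; 0% = DMSO wells and 100% = ciprofloxacin 0.95 µg/ml wells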
PKA-R1A activ = activators of PKA-R1A complex; AID 504707; P00514+P68181; 340,000 tested, 0.083% active; activation, % at 11.4 µM; PKA-R1A dissociation, Cy5-IP20 fluorescence polarization; scaled: DMSO 0%, 113 µM cGMP 100%;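 active = percent activation above the mean of all tested compounds plus 3 SD, cut at about 19% in these data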;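 note: higher means more PKAc released from R1A so a rise in polarization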
PfHsp90 set2 = reduces growth (ATP signal) of yeast expressing P. falciparum Hsp90; S. cerevisiae expressing PfHsp90, BacTiter-Glo ATP, 48 h; yeast lacking PDR1 and PDR3 efflux regulators; 310,000 tested, 0.32% active; inhibition, % at 9.4 µM;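 active = every replicate shows inhibition above about 80%, whatever the replicate mean, limit read from the data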;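 note: 0% = DMSO neutral controls and 100% = 20 µM radicicol positive controls; yeast relying on Plasmodium falciparum Hsp90 in place of its own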
DSG3 Ab inh = blocks pemphigus antibody binding to human desmoglein-3 | binding (percent of control), % at 10 µM | P32926 | AID 588358 | 310,000 tested, 0.48% active | DSG3-coupled beads, scFv-anti-DSG3-GFP binding, flow cytometry; hits give low values;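 active = binding more than 3 SD below its plate's average and above zero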;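 note: hits lower antibody fragment binding to DSG3; some compounds called inactive have numbers as strong as hits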
HTR5A inv ag = counter-screen for OPRM1-OPRD1 inverse agonists: human HTR5A inverse agonism. P47898. HTR5A cell line, luminescence. inhibition, % at 9.3 µM. 340,000 tested, 0.083% active. AID 504634; in the data active = inhibition mostly above about 23%, no sharp cut-off; inactive = mostly below about 18%;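 note: 0% = cells with DMSO and 100% = no-cell wells with DMSO; some compounds called inactive have numbers as strong as hits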
Target sequence (P47898 whole entry, looked up): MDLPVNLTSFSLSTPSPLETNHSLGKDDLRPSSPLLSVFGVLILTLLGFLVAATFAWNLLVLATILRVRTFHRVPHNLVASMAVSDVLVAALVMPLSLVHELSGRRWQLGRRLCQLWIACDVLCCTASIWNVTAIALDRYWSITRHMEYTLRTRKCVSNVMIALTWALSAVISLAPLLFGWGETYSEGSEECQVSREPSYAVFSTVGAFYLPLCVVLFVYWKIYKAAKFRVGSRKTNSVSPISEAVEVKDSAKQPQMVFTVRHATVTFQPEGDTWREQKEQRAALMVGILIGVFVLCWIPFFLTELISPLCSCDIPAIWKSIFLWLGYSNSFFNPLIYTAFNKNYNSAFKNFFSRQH
HTR5A ag = activates human HTR5A in OPRM1-OPRD1 agonist counter-screen | P47898 | HTR5A agonist assay, luminescence, cell-based | activation, % at 9.3 µM | 340,000 tested, 0.61% active | AID 504692; in the data active = activation mostly above about 9.5%, no sharp cut-off; inactive = mostly below about 7.6%;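 note: 0% = cells with vehicle only and 100% = reference agonist; strong numbers were not always called active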
The depositor's hits bear a star.

Results for CCOc1ccc(CNC(=O)CCCC(=O)n2nc(C)c3ccccc32)cc1 ?
phage Ecoli inh: 0.6; MOR-DOR ag: -2.5; MOR-DOR inv ag: 13; AddAB inh: 2.4; E coli growth: -1.2; PKA-R1A activ: -3; PfHsp90 set2: 5; DSG3 Ab inh: 90; HTR5A inv ag: 8; HTR5A ag: -2

How did NC(=O)COC(=O)C1CSC2(c3ccc(F)cc3)CCC(=O)N12 (centres undefined) do in these assays?
phage Ecoli inh: 1.8; SUMO Mot1 rescue: 38; MOR-DOR ag: 0.8; MOR-DOR inv ag: -6; AddAB inh: 3.1; E coli growth: 0.1; PKA-R1A activ: 13; PfHsp90 set2: -41; DSG3 Ab inh: 116; HTR5A inv ag: 0; HTR5A ag: -1

What do the screens show for `COc1ccc(Cl)cc1C=CC=NNC(=O)c1ccncc1`?
phage Ecoli inh: 3.4; MOR-DOR ag: 2.4; MOR-DOR inv ag: -10; PKA-R1A activ: 8; PfHsp90 set2: 39; DSG3 Ab inh: 100; HTR5A inv ag: -16; HTR5A ag: 4

What do the screens show for `CC1(C)N=C(N)N=C(N)N1c1cccc(C(=O)O)c1`?
phage Ecoli inh: 2.2; SUMO Mot1 rescue: -1; MOR-DOR ag: 0.7; MOR-DOR inv ag: -4; AddAB inh: 1.8; E coli growth: -0.4; PKA-R1A activ: 5; PfHsp90 set2: 28; DSG3 Ab inh: 104; HTR5A inv ag: -23; HTR5A ag: 9

How did CCOC(=O)CCc1c(C)c2ccc(OCc3ccc([N+](=O)[O-])cc3)cc2oc1=O do in these assays?
phage Ecoli inh: 1.5; SUMO Mot1 rescue: 0; MOR-DOR ag: 0.8; MOR-DOR inv ag: -5; AddAB inh: 3.3; E coli growth: 0.6; PKA-R1A activ: -7; PfHsp90 set2: -13; DSG3 Ab inh: 101; HTR5A inv ag: 22; HTR5A ag: 2

Results for CCN(C(=O)COC(=O)C1CCN(S(=O)(=O)c2cccs2)CC1)c1ccccc1 ?
phage Ecoli inh: 4.0; SUMO Mot1 rescue: 1; MOR-DOR ag: -2.1; MOR-DOR inv ag: 11; AddAB inh: 1.6; E coli growth: -1.4; PKA-R1A activ: 7; PfHsp90 set2: 8; DSG3 Ab inh: 102; HTR5A inv ag: 4; HTR5A ag: -2

What do the screens show for `CCOC(=O)c1ccc(NC(=O)c2cc(=O)[nH]c3ccccc23)cc1`?
phage Ecoli inh: 2.3; SUMO Mot1 rescue: 5; MOR-DOR ag: -0.7; MOR-DOR inv ag: 4; AddAB inh: 0.6; E coli growth: -1.9; PKA-R1A activ: -8; PfHsp90 set2: 7; DSG3 Ab inh: 91; HTR5A inv ag: -1; HTR5A ag: -1

What do the screens show for `COCCCNC(=S)Nc1cc(C)c(C)cc1C`?
phage Ecoli inh: 1.2; SUMO Mot1 rescue: 14; MOR-DOR ag: -1.0; MOR-DOR inv ag: 5; AddAB inh: 0.4; E coli growth: -1.4; PKA-R1A activ: -4; PfHsp90 set2: -2; DSG3 Ab inh: 102; HTR5A inv ag: 6; HTR5A ag: 0

What do the screens show for `OCCC1CN(Cc2cccnc2)CCN1CCc1ccccc1` (centres undefined)?
phage Ecoli inh: 3.1; SUMO Mot1 rescue: -8; MOR-DOR ag: 1.9; MOR-DOR inv ag: -9; AddAB inh: 0.4; E coli growth: 1.4; PKA-R1A activ: 3; PfHsp90 set2: 3; DSG3 Ab inh: 105; HTR5A inv ag: 3; HTR5A ag: -1

Results for CCOc1ccccc1N1CN(Cc2ccccc2)CNC1=S ?
phage Ecoli inh: -0.1; SUMO Mot1 rescue: 1; AddAB inh: 3.6; E coli growth: -0.2; DSG3 Ab inh: 104

What do the screens show for `CCOC(=O)Cn1nc(-c2ccc(Cl)cc2)cc1N`?
phage Ecoli inh: -0.7; SUMO Mot1 rescue: 5; MOR-DOR ag: 0.4; MOR-DOR inv ag: -2; AddAB inh: 1.0; E coli growth: -3.1; PKA-R1A activ: -15; DSG3 Ab inh: 102; HTR5A inv ag: 11; HTR5A ag: -1

How did O=C(CCOc1cccc(Br)c1)NNC(=O)COc1ccc(F)cc1 do in these assays?
phage Ecoli inh: 3.2; MOR-DOR ag: -2.3; MOR-DOR inv ag: 15; PKA-R1A activ: -10; PfHsp90 set2: 5; DSG3 Ab inh: 79; HTR5A inv ag: -12; HTR5A ag: 3

Results for CNS(=O)(=O)c1cccc(C(=O)OCc2csc(-c3ccccc3)n2)c1 ?
phage Ecoli inh: 0.7; SUMO Mot1 rescue: -3; MOR-DOR ag: 1.4; MOR-DOR inv ag: -7; AddAB inh: 0.0; E coli growth: -1.8; PKA-R1A activ: -14; PfHsp90 set2: 2; DSG3 Ab inh: 71; HTR5A inv ag: -15; HTR5A ag: 5

Results for COc1ccc(CCNC(=O)C2CCN(S(=O)(=O)c3ccc(-n4cnnn4)cc3)CC2)cc1OC ?
phage Ecoli inh: 1.2; SUMO Mot1 rescue: -29; MOR-DOR ag: 0.9; MOR-DOR inv ag: -5; AddAB inh: 2.3; E coli growth: -2.1; PKA-R1A activ: -7; PfHsp90 set2: 2; DSG3 Ab inh: 99; HTR5A inv ag: -17; HTR5A ag: 8

Results for CCCCNC(NCCCC)=C(S(=O)(=O)CC)S(=O)(=O)CC ?
phage Ecoli inh: 3.7; SUMO Mot1 rescue: -1; MOR-DOR ag: -2.4; MOR-DOR inv ag: 12; AddAB inh: 2.3; E coli growth: 1.5; PKA-R1A activ: 0; DSG3 Ab inh: 103; HTR5A inv ag: 0; HTR5A ag: 1

Results for Cc1cc2cc(C=C(C#N)C#N)c(Cl)nc2cc1C ?
phage Ecoli inh: -0.1; SUMO Mot1 rescue: -10; MOR-DOR ag: 5.1; MOR-DOR inv ag: -29; AddAB inh: 5.2; E coli growth: -0.3; PKA-R1A activ: -2; PfHsp90 set2: 12; DSG3 Ab inh: 104; HTR5A inv ag: 17; HTR5A ag: -5

How did Cc1ccccc1NC(=O)Cc1nc(COC(=O)C(NC(=O)c2ccccc2C)C(C)C)cs1 (centres undefined) do in these assays?
phage Ecoli inh: 2.6; MOR-DOR ag: -1.2; MOR-DOR inv ag: 5; AddAB inh: -0.4; E coli growth: -2.2; PKA-R1A activ: 2; PfHsp90 set2: -9; DSG3 Ab inh: 96; HTR5A inv ag: 3; HTR5A ag: -1

What do the screens show for `CCOc1ccc(CCNC(=O)CSc2nn(-c3ccc(C)c(Cl)c3)c(=S)s2)cc1OCC`?
phage Ecoli inh: 1.9; SUMO Mot1 rescue: 15; MOR-DOR ag: 2.8; MOR-DOR inv ag: -15; AddAB inh: 3.9; E coli growth: -2.1; PKA-R1A activ: 5; PfHsp90 set2: -41; DSG3 Ab inh: 84; HTR5A inv ag: -17; HTR5A ag: 6

Results for CC(C)c1nc(N2CCN(C(=O)c3ccco3)CC2)c2c3c(sc2n1)CCCC3 ?
phage Ecoli inh: 0.1; SUMO Mot1 rescue: -1; MOR-DOR ag: 2.6; MOR-DOR inv ag: -16; AddAB inh: 0.0; E coli growth: 0.7; PKA-R1A activ: -6; PfHsp90 set2: -50; DSG3 Ab inh: 102; HTR5A inv ag: 12; HTR5A ag: -5

What do the screens show for `COc1ccc(/C(C)=N/N=C(N)N)c(OC)c1`?
phage Ecoli inh: -0.1; SUMO Mot1 rescue: 200; MOR-DOR ag: -1.9; MOR-DOR inv ag: 9; AddAB inh: 2.6; E coli growth: 2.3; PKA-R1A activ: -13; PfHsp90 set2: -4; DSG3 Ab inh: 103; HTR5A inv ag: -2; HTR5A ag: 1

How did CCOc1ccc(CNC(=O)C2Cc3cc(S(=O)(=O)N4CCCC4)ccc3N2C(C)=O)cc1 (centres undefined) do in these assays?
phage Ecoli inh: 0.6; SUMO Mot1 rescue: 3; MOR-DOR ag: -1.9; MOR-DOR inv ag: 10; AddAB inh: 6.7; E coli growth: 1.5; PKA-R1A activ: 11; PfHsp90 set2: -4; DSG3 Ab inh: 96; HTR5A inv ag: -10; HTR5A ag: -3

How did COCCSc1ccccc1C(=O)N1CCc2ccccc2C1 do in these assays?
phage Ecoli inh: 0.8; SUMO Mot1 rescue: -10; MOR-DOR ag: 0.8; MOR-DOR inv ag: -5; AddAB inh: 1.6; E coli growth: -1.4; PKA-R1A activ: 17; PfHsp90 set2: -3; DSG3 Ab inh: 103; HTR5A inv ag: -6; HTR5A ag: 3

What do the screens show for `COc1cc2c(cc1OC)C1c3ccc(OC)c(OC)c3OCC1(O)C2` (centres undefined)?
phage Ecoli inh: 3.8; MOR-DOR ag: -1.6; MOR-DOR inv ag: 8; PKA-R1A activ: 6; PfHsp90 set2: 5; DSG3 Ab inh: 93; HTR5A inv ag: 10; HTR5A ag: -3

Results for Clc1cc2cccnc2c2ccccc12 ?
phage Ecoli inh: 1.9; SUMO Mot1 rescue: -23; MOR-DOR ag: -0.2; MOR-DOR inv ag: 1; AddAB inh: 3.0; E coli growth: 1.9; PKA-R1A activ: -4; PfHsp90 set2: -12; DSG3 Ab inh: 84; HTR5A inv ag: 0; HTR5A ag: 0

How did CC12CCC(=O)N1c1ccccc1C(=O)N2c1ccccc1 (centres undefined) do in these assays?
phage Ecoli inh: 0.2; SUMO Mot1 rescue: 7; MOR-DOR ag: -1.9; MOR-DOR inv ag: 10; AddAB inh: 2.8; E coli growth: 1.9; PKA-R1A activ: 2; PfHsp90 set2: -7; DSG3 Ab inh: 97; HTR5A inv ag: -11; HTR5A ag: 4

How did N#CN=C1SCCS1 do in these assays?
phage Ecoli inh: 2.4; SUMO Mot1 rescue: 9; MOR-DOR ag: -3.3; MOR-DOR inv ag: 14; AddAB inh: 3.9; E coli growth: 0.0; PKA-R1A activ: 6; PfHsp90 set2: 7; DSG3 Ab inh: 114; HTR5A inv ag: 15; HTR5A ag: 11

By substructure: those above containing fluorine (two)
How did NC(=O)COC(=O)C1CSC2(c3ccc(F)cc3)CCC(=O)N12 (centres undefined) do in these assays?
phage Ecoli inh: 1.8; SUMO Mot1 rescue: 38; MOR-DOR ag: 0.8; MOR-DOR inv ag: -6; AddAB inh: 3.1; E coli growth: 0.1; PKA-R1A activ: 13; PfHsp90 set2: -41; DSG3 Ab inh: 116; HTR5A inv ag: 0; HTR5A ag: -1

How did O=C(CCOc1cccc(Br)c1)NNC(=O)COc1ccc(F)cc1 do in these assays?
phage Ecoli inh: 3.2; MOR-DOR ag: -2.3; MOR-DOR inv ag: 15; PKA-R1A activ: -10; PfHsp90 set2: 5; DSG3 Ab inh: 79; HTR5A inv ag: -12; HTR5A ag: 3

This is a random part of the collection; 3.2% or so of the library scored in one or more.
